AmpC inh detg: inhibitors of E. coli AmpC beta-lactamase with detergent; P00811; Potency, µM (titrated, usually from 114 µM), for the others: top-dose activity change, negative = inhibition, hits mostly inhibitors; AmpC hydrolysis of nitrocefin, absorbance 480 nm, 0.01% Triton; hit rate 0.041% among 370,000;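 also: potency is read from the fitted curve at half-maximal effect; 0% = no-compound wells and -100% = no-enzyme wells; nearly all actives have a fitted effect of over 25% in size; some results filed as inactive show a strong effect at the top dose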
Target sequence (P00811 whole entry, looked up): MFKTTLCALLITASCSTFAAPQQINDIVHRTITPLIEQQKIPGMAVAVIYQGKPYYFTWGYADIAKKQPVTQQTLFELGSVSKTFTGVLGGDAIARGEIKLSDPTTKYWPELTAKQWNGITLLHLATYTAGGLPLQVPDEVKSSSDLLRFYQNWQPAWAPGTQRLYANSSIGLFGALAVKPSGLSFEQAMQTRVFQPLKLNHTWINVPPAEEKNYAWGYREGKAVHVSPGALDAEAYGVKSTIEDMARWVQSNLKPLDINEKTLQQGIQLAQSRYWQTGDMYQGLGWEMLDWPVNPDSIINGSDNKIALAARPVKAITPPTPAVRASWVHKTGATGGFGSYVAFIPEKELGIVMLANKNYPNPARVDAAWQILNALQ
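AmpC (5.3 nM in the dispensed reagent) in 20 mM phosphate pH 7.0 with 0.01% (detergent screen) or 0.0001% Triton X-100 was preincubated with compounds for 15 min at room temperature. Nitrocefin was then added from an 800 uM solution, and hydrolysis was followed at 480 nm.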
AMA1-RON2 inh: inhibitors of Plasmodium falciparum AMA1-RON2 interaction | AID 720542 | Potency, µM (titrated, usually from 58.2 µM), for inactives: top-dose activity change, negative = inhibition, actives largely listed as inhibitors | hit rate 0.2% among 360,000 | AlphaScreen AMA1-biotinylated RON2 peptide binding;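 also: potency is read from the fitted curve at half-maximal effect; 0% = vehicle wells and -100% = peptide control; nearly all actives have a fitted effect of over 45% in size; some results filed as inactive show a strong effect at the top dose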
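AMA1 (3D7) with his tag at 25 nM final met compounds first, then biotinylated RON2 peptide at 25 nM; detection used donor plus acceptor beads, 10 µg/mL apiece, read by AlphaScreen after 30 min at room temperature.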
Giardia FBPA inh: Giardia lamblia aldolase inhibition; A8B2U2; purified Giardia FBPA; Potency, µM (top dose mostly 59.6 µM), for inactives: at the top dose activity, negative = inhibition, hits mostly inhibitors; hit rate 0.71% among 290,000; AID 2451; also: potency is read from the fitted curve at half-maximal effect; nearly all actives have a fitted effect of over 55% in size
Target sequence (A8B2U2 whole entry, looked up): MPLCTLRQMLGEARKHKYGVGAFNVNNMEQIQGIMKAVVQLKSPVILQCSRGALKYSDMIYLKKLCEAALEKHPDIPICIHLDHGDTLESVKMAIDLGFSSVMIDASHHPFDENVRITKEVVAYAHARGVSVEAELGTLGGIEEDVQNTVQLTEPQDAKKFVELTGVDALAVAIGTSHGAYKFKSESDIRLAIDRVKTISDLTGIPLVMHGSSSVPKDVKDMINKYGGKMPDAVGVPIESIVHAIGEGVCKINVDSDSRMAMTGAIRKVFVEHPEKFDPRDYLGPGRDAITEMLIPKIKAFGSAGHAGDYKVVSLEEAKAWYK
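40 nM FBPA preincubated 10 min at RT with compound (up to 57.5 uM final), then substrate plus GAPDH/TPI/NAD/arsenate coupling and diaphorase/resazurin added. Fluorescence read after 20 min at RT, 525/598 nm.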
HCMV antiviral: inhibitors of human cytomegalovirus. HFF cells, HCMV-luciferase reporter, 72 h; active compounds read low. hit rate 4.5% among 410,000. activity change, negative = inhibition, % at 57.5 µM; in the data active = activity change below about -60%; inconclusive = no clear call, values can overlap the other calls; inactive = above about -39%
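Cell-based, HFFs, 1000 cells/well, 16 h 37C; cpds in DMSO + HCMV-luc, MOI 1 PFU/cell; 72 h 37C; OneGlo luminescence after 5 min RT; norm. to buffer vs Salinomycin 10uM.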
Sm TGR block: blocks Schistosoma mansoni thioredoxin glutathione reductase; AID 485364; Q962Y6; Potency, µM (series often up to 114 µM), for inactives: at the highest dose activity change, negative = inhibition, actives largely listed as inhibitors; hit rate 3% among 360,000; purified TGR, DTNB reduction, TNB absorbance 405 nm; also: potency is read from the fitted curve at half-maximal effect; nearly all actives have a fitted effect of over 60% in size
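Kinetic colorimetric format: TGR-catalysed, NADPH-driven DTNB reduction monitored via TNB absorbance. Enzyme dispensed at 20 nM; compound exposure 15 min at room temperature before reaction start.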
AmpC no deterg: AmpC beta-lactamase inhibition without detergent; hit rate 0.52% among 330,000; AID 485341; AmpC nitrocefin hydrolysis, absorbance 480 nm, 0.0001% Triton; P00811; Potency, µM (titrated, usually from 57.1 µM), for inactives: at the highest dose activity change, negative = inhibition, most hits filed as inhibitors;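 also: potency is read from the fitted curve at half-maximal effect; plate controls were no compound for no effect and no enzyme for full effect; nearly all actives have a fitted effect of over 20% in size; some results filed as inactive show a strong effect at the top dose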
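20 mM phosphate pH 7.0 + 0.01% (detergent screen) or 0.0001% Triton X-100; 5.3 nM AmpC reagent; cpd preinc 15 min RT; nitrocefin (800 uM stock) to start; A480 q20 s × 4 min; Activity was normalised to no-enzyme and no-compound control wells.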
* hit, by the source's call; ? = inconclusive; nt = not tested or not shown; [ ] = remark or other dose. Unless noted, calls follow the shape of the dose curve; as a rule, active = well fitted curve in the direction sought with a large enough effect; inconclusive = small, poorly fitted or top-dose-only effect, or another doubt; inactive = no such curve, though single readings can be large; an effect the other way counts as inactive or inconclusive. Unless noted, % is scaled to controls: 0 for no effect and ±100 for the full control effect. No enrichment for hits; about 7.8% have a hit in one of these screens.

SMILES | AmpC inh detg | AMA1-RON2 inh | Giardia FBPA inh | HCMV antiviral | Sm TGR block | AmpC no deterg
Cn1c2ccccc2c2c(C(=O)N3CCC4(CC3)OCCO4)cn(C3CCCC3)c(=O)c21 | 2.4% | 25.3% | 1.4% | -7.6 | 7.6% | 77.1%[activator]
Cc1cccc(-n2ncc(C(=O)NCc3ccco3)c2C2CCN(C(=O)OC(C)(C)C)CC2)c1 | -1.0% | nt | nt | 0.0 | -6.0% | nt
CCCCC(CCC(=O)Nc1ccc(C(=O)OC)cc1)C(=O)O (stereo unspecified) | -1.4% | 2.6% | 7.4% | -32.5 | 0.0% | -15.1%
CCCn1cc(S(=O)(=O)c2ccccc2)c(=O)c2cc(F)c(N3CCN(C)CC3)cc21 | ? | 8.6% | 12.0% | -15.9 | 4.7% | 0.4%
O=C(Cn1c(=O)oc2cc(S(=O)(=O)N3CCCCC3)ccc21)N1CCc2ccccc21 | -12.9% | -4.9% | 0.9% | 4.5 | 0.0% | -14.9%
Cc1ccc(S(=O)(=O)N(C)C[C@@H]2Oc3c(NC(=O)C4CC4)cccc3C(=O)N([C@@H](C)CO)C[C@@H]2C)cc1 | nt | -0.7% | nt | 13.5 | nt | 217.8%[activator]
CCc1ccc(N2C(=O)CC(c3ccc(F)cc3)C3=C2COC3=O)cc1 (stereo unspecified) | 4.4% | nt | -2.4% | nt | -19.2% | -15.7%
COc1ccc(S(=O)(=O)N2CCCCC2)cc1NC(=O)c1ccc(=O)[nH]c1 | -6.2% | -4.2% | -2.8% | -6.1 | -8.3% | -24.9%
Cc1ccc(S(=O)(=O)N2CCN(CC(=O)N3CCCC3)CC2)c(C)c1 | nt | 4.6% | nt | ? | nt | 26.4%
Cc1ccc(F)c(CNC(=O)C2CCC(=O)N(CCCN3CCCC3=O)C2)c1F (stereo unspecified) | ? | -5.9% | nt | -28.1 | 1.1% | 0.3%
COc1c(C)cc(C(=O)C2CCCN(C(=O)c3ccc4[nH]ccc4c3)C2)cc1C (stereo unspecified) | -4.4% | 0.2% | -3.4% | ? | 7.6% | -4.8%
Cc1cccc(Nc2nc(NCc3ccco3)c3ccccc3n2)c1 | -5.2% | ? | ? | -94.8* | -4.7% | -28.6%
CC(C)NC(=O)N(C)C[C@H]1Oc2ccc(NS(=O)(=O)c3cccs3)cc2C(=O)N([C@H](C)CO)C[C@@H]1C | nt | 8.8% | nt | 4.1 | nt | -2.8%
CNC(=O)CC1C(=O)N(c2ccc(F)cc2)C(=S)N1NC(=O)c1ccc(Br)cc1 (stereo unspecified) | 0.4% | 100.1%[activator] | ? | ? | -7.5% | 20.0%
CC(=O)CCc1ccc2oc(C(=O)O)c(C)c2c1 | -11.8% | 0.5% | 12.6% | 10.9 | 26.6% | -2.5%
Cc1ccc(NC(=O)CCS(=O)(=O)c2cccc3nsnc23)c(C)c1 | -6.4% | nt | nt | 2.4 | -2.5% | nt
CCOC(=O)c1c(C)nc2c(c1-c1ccccc1)C(=O)c1ccccc1-2 | 5.4% | -14.9% | 0.8% | -101.0* | 4.6% | 76.3%[activator]
CCOc1ccc(-n2c(SCC(=O)Nc3ccc4c(c3)OCO4)nc3c(c2=O)SCC3)cc1 | ? | -3.5% | 3.5% | -1.1 | -1.4% | -9.8%
NC(=O)CCN(Cc1ccccc1)S(=O)(=O)c1ccccc1 | -14.9% | -5.5% | -1.7% | 4.9 | -33.8% | -5.8%
CCCNC(=O)N1c2ccccc2Sc2ccccc21 | -13.8% | 4.3% | 5.1% | 33.8 | 0.8% | 1.1%
Cc1cc(C=O)c(C)n1-c1cc(C(F)(F)F)ccc1N1CCOCC1 | -0.4% | -3.6% | 1.5% | -31.6 | 50.1µM* | nt
Cc1ccc(S(=O)(=O)N2CCC(C(=O)Nc3cc(C)ccc3C)CC2)cc1 | 11.1% | nt | nt | 10.8 | 21.4% | nt
Cc1cc(C)cc(OCC(=O)O/N=C(\N)c2ccccn2)c1 | 0.7% | 17.4% | 0.3% | 23.3 | -1.7% | -4.4%
CC(C)CNC(=O)c1cccc(NC(=O)c2ccco2)c1 | -5.5% | -2.4% | 13.6% | 1.8 | 4.2% | -12.8%
COc1cccc(C2CCCN2Cc2nc(CC3CC3)no2)c1 (stereo unspecified) | 1.1% | -8.2% | -1.1% | -8.4 | 0.8% | 20.0%
COc1ccc(-c2nnn(CC#N)n2)cc1OC | 0.6% | 0.6% | 0.1% | 22.5 | -5.9% | -20.7%
Cc1ccc(-c2nn3c(C)nnc3s2)cc1NC(=O)c1ccc(Br)o1 | 1.2% | -4.4% | 2.0% | 13.2 | 50.1µM* | -0.4%
CCOC(=O)c1sc(=S)n2c1[nH]c(=O)c1ccc(C(=O)OC)cc12 | 3.0% | 0.2% | 0.9% | -19.2 | -25.8% | -20.1%
Cc1ccc(-c2csc3ncn(Cc4ccc(C(=O)O)cc4)c(=O)c23)cc1C | -14.8% | 16.0% | 25.4% | 15.9 | -23.7% | -36.9%
O=C(Nc1ccccc1Cl)N1CCC(CN2CCCC2)CC1 | -3.0% | nt | nt | 37.3 | -14.6% | nt
CCCN1CCN(C(=O)C(C)n2nc(C)c3sc4ccccc4c3c2=O)CC1 (stereo unspecified) | ? | -6.6% | 4.0% | ? | 0.0% | 104.8%[activator]
CCCOc1ccc(Cc2c(O)nc(N)[nH]c2=O)cc1C | -5.8% | -2.8% | -1.0% | 28.5 | 2.7% | -21.4%
CS(=O)(=O)Cc1cccc(C(=O)NN(c2ccccc2)c2ccccc2)c1 | 7.4% | 23.2% | -16.0% | -21.2 | 2.2% | -7.0%
C=CCn1c(Cc2c[nH]c3ccccc23)n[nH]c1=S | -1.2% | 56.5%[activator] | -8.6% | 3.7 | 12.3% | -19.2%

Source: PubChem (National Center for Advancing Translational Sciences (NCATS))
